# GPR35 arrestin U2OS – inhibition of zaprinast-stimulated GPR35 beta-arrestin translocation – imaging, U2OS, beta-arrestin-GFP, zaprinast agonist, primary screen (AID 2058); inhibition, % at 10 µM, or IC50 in µM where a hit was titrated; U2OS GPR35 beta-arrestin-GFP translocation imaging, zaprinast antagonism; higher % means a stronger effect; hit rate 0.052% among 290,000;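 active = inhibition of at least 50% with at least 30 cells and total cytoplasm GFP at most 10,000,000; inconclusive = under 30 cells or total GFP of 10,000,000 plus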
# PhoP inhibition – PhoP-dependent GFP reporter repression – Salmonella Typhimurium, primary screen (AID 1863); inhibition, % at 50 µM, or IC50 in µM where a hit was titrated; hit rate 0.16% among 300,000; S. Typhimurium PhoP-regulated promoter GFP reporter, 4 h; higher % means a stronger effect;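 active = inhibition over 29.93%, a cutoff 3 SD above the screen mean, later confirmed by dose response; inconclusive = inhibition over 29.93% but no dose response follow-up; inactive = inhibition at most 29.93% or unconfirmed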;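 also: 0% = low Mg2+ inducing control and 100% = high Mg2+ repressing control; strong numbers were not always called active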
# Rac1 GTP hydrolysis – MgcRacGAP GTPase-activating activity inhibitors, confirmation, biochemical, ADP Hunter fluorescence | MgcRacGAP-stimulated Rac1 GTP hydrolysis, ADP Hunter fluorescence; higher % means a stronger effect; GST-tagged Rac1 F28L mutant substrate | one-dose inhibition, % at 30 µM; IC50 in µM for titrated hits | hit rate 0.6% among 340,000 | AID 624330;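 active = first-screen hits whose inhibition reached a set limit at any dose in the follow-up dose series; inconclusive = inhibition above the set first-screen limit but never retested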;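 also: fluorescence reports GDP produced by GAP-driven GTP hydrolysis; strong numbers were not always called active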
# NTR1 agonist – agonists of NTR1, primary screen, imaging, U2OS cells, beta-arrestin-GFP, high content (AID 493036). NTR1-U2OS beta-arrestin-GFP spot imaging, agonist mode. activation, % at 20 µM. hit rate 0.17% among 330,000. P30989;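 active = activation at or above 40% of the spot to cytoplasm intensity ratio, with at least 20 cells analyzed; inconclusive = wells under 20 cells, flagged as cytotoxic or low count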;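 also: 0% = DMSO without peptide and 100% = 100 nM NTR1 peptide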
# Target sequence (P30989 whole entry, looked up): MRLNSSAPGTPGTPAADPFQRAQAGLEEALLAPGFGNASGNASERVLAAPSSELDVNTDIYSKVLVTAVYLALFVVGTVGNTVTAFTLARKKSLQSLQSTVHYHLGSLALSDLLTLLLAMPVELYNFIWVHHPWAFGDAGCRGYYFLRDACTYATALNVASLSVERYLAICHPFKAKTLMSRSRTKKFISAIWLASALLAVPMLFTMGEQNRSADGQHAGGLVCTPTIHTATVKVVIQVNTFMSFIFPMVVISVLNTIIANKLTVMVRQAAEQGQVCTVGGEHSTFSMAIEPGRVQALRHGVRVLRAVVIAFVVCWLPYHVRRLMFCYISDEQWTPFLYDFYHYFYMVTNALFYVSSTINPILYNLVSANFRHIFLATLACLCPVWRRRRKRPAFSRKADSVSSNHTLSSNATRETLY
# HIV peptide binding – cell-free HIV fusion peptide-binding blockers – biochemical, uHTS, fluorescence dequenching, primary screen (AID 1986) | one-dose inhibition, % at 20 µM; IC50 in µM for titrated hits | hit rate 0.3% among 290,000 | cell-free peptide binding, fluorescence dequenching, 30 min; higher % means a stronger effect; in the data active = inhibition mostly above about 52%, no sharp cut-off; inactive = mostly below about 76%; also: some results filed as inactive read as strong as hits
# SIAH1 antagonists – blockers of Siah-1 interaction with plectin peptide – biochemical, fluorescence polarization, rhodamine-plectin, uHTS, primary screen (AID 1817). displacement, % at 20 µM; hits with a dose series show IC50 in µM. hit rate 0.02% among 290,000. Siah-1 / rhodamine-plectin peptide fluorescence polarization; higher % means a stronger effect;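 active = displacement of at least 50% at 20 µM, with a fluorescence ratio check between 0.3 and a set limit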;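 also: plate controls were Siah plus tracer with DMSO for no effect and tracer alone without Siah for full effect; strong numbers were not always called active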
# GPR55 LPI antagonism – inhibition of LPI-stimulated GPR55 beta-arrestin translocation – imaging, U2OS, beta-arrestin-GFP, LPI agonist, primary screen (AID 2013); U2OS GPR55 beta-arrestin-GFP translocation imaging, LPI antagonism; higher % means a stronger effect; inhibition, % at 10 µM; hits with a dose series show IC50 in µM; hit rate 0.13% among 290,000;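 active = spots per cell inhibited over 60%, with over 100 cells counted and total cytoplasm intensity under 500,000; inconclusive = wells with under 100 cells, flagged as likely toxic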;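 also: U2OS cells stably carrying GPR55 and arrestin-GFP stimulated by 5 µM LPI near EC80; imaged beta-arrestin-GFP aggregate spots per cell after agonist stimulation; plate controls were LPI-stimulated DMSO wells for no effect and DMSO wells without LPI for full effect; some results filed as inactive read as strong as hits; confirmed hits need IC50 under 10 µM and bright autofluorescent wells are also inconclusive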
# LYP phosphatase – PTPN22 lymphoid phosphatase activity blockers – biochemical, fluorescence intensity, uHTS (AID 1779) | recombinant LYP phosphatase, fluorescence intensity; higher % means a stronger effect | inhibition, % at 11.5 µM; hits with a dose series show IC50 in µM | hit rate 0.054% among 290,000; in the data active = inhibition above about 50%;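 also: plate controls were vehicle with enzyme for no effect and no enzyme for full effect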
# Myeloid diff 2 – promotes myeloid progenitor differentiation. ER-HoxA9 myeloid progenitors, lysozyme-GFP differentiation, flow cytometry. calls only at 10 µM. hit rate 1% among 360,000. AID 624256;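 active = normalized GFP-positive differentiation at or above the plate's own cutoff, the solvent-only control mean plus 3 SD; inconclusive = no clear call, values can overlap the other calls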;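 also: cells exposed to compound for four days before flow analysis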
# NTR1 agonist cell count 20 µM – recorded beside NTR1 agonist, whose call it bears; cell count; measured here: cell count, cytotoxicity flag
# Myeloid diff 2 GFP+ MAC1+ % – second read-out of Myeloid diff 2, no call of its own (marks repeat the call); GFP+ MAC1+ double positive, %; measured here: differentiation confirmed by MAC1 staining
# * = called active by the depositor; i = inactive; ? = inconclusive; . = not tested or not shown.
SMILES,GPR35 arrestin U2OS,PhoP inhibition,Rac1 GTP hydrolysis,NTR1 agonist,NTR1 agonist cell count 20 µM,HIV peptide binding,SIAH1 antagonists,GPR55 LPI antagonism,LYP phosphatase,Myeloid diff 2,Myeloid diff 2 GFP+ MAC1+ %
CC1=C(C(=O)OCc2ccccc2)C(c2ccc([N+](=O)[O-])cc2)NC(=O)N1CCCC(=O)O (centres undefined),-3%,.,-3%,5.6,46,1.9%,1%,-4%,-7%,i,1.3
CC(C)NC(=S)Nc1c(N)[nH]c(=O)[nH]c1=O,-2%,-11%,14%,2.4,62,0.1%,1%,-4%,-4%,i,0.3
CC(=O)N(CCc1ccccc1)Cc1cc2cc(C)ccc2[nH]c1=O,0%,-5%,7%,1.1,69,1.8%,4%,-1%,0%,i,1.3
NC(=O)C1(N2CCCCC2)CCN(C(=O)CCCn2c(=O)[nH]c3ccsc3c2=O)CC1,8%,-2%,18%,4.0,75,1.9%,-4%,-15%,6%,i,2.0
CCCCC(=O)NC1(C(F)(F)F)C(=O)Nc2c1c(=O)n(C)c(=O)n2C (centres undefined),-4%,-1%,10%,-0.1,52,-1.4%,10%,-5%,-8%,i,1.0
CCN(CC)S(=O)(=O)c1ccc(NS(=O)(=O)CC23CCC(CC2=O)C3(C)C)cc1 (centres undefined),6%,-10%,1%,-0.5,59,1.3%,1%,9%,3%,i,0.1
COCCn1c(SCC(=O)NC2CC2)nnc1-c1ccco1,6%,4%,10%,7.4,62,0.0%,-7%,-10%,-10%,i,1.8
C=CCOn1c(=O)c(-c2ccc(Cl)cc2)[n+]([O-])c2ccccc21,3%,.,7%,-0.5,89,1.3%,7%,6%,-1%,i,1.0
CCOC(=O)C(Sc1ncnc2c1sc1nc(N3CCOCC3)c3c(c12)CCCC3)c1ccccc1 (centres undefined),0%,7%,.,.,.,4.7%,3%,2%,1%,.,.
O=S(=O)(N/N=C/c1ccc2c(c1)OCCO2)c1ccccc1,-5%,3%,10%,-0.6,74,-3.5%,-2%,-17%,-2%,i,1.0
O=C(NCc1cccs1)c1cnc2ccccn2c1=O,2%,1%,9%,-0.1,68,-0.4%,-4%,12%,-1%,i,4.4
Cc1ccc2nc(N3CCOCC3)c(C=O)c(=O)n2c1,3%,10%,4%,-1.6,57,-0.1%,3%,-6%,-4%,i,0.3
Cc1ccc(C(=O)CSc2ccccc2C(=O)O)cc1,9%,-8%,-11%,0.5,61,0.0%,0%,2%,-5%,i,0.6
O=C(COc1ccc(Cl)cc1)Nc1ccc2c(c1)OCO2,-6%,1%,4%,-1.3,46,0.5%,10%,4%,-4%,i,0.8
CC(C)C[C@H](NC(=O)c1[nH]cnc1C(=O)N[C@H](C)c1ccccc1)C(=O)OC(C)(C)C,49%,-2%,11%,26,57,0.3%,3%,17%,13%,i,0.4
O=S(=O)(NC1CC1)c1ccccc1,-5%,-2%,8%,0.7,67,2.4%,0%,-11%,-12%,i,0.1
COc1ccc(CCNC(=O)/C(C#N)=C/c2ccc(OCC(=O)NCC3CCCO3)cc2)cc1OC (centres undefined),21%,.,2%,1.4,31,1.1%,5%,12%,-4%,i,0.3
Cc1cc(C)cc(NC(=O)C2CCCN(c3ncccn3)C2)c1 (centres undefined),-8%,1%,3%,-0.7,41,0.3%,2%,2%,-4%,i,1.3
CCCCCC1CC(CC(=O)O)C(=O)O1 (centres undefined),-11%,5%,2%,-0.7,97,0.0%,-3%,-2%,-9%,i,0.5
CCN(CC1COc2ccccc2O1)S(=O)(=O)c1ccc(C)cc1 (centres undefined),2%,6%,8%,4.1,40,-0.1%,6%,-2%,-7%,i,0.1
CCCOc1ccccc1C(=O)N(Cc1ccco1)C1CCS(=O)(=O)C1 (centres undefined),-7%,-1%,3%,-0.9,60,0.9%,5%,21%,-8%,i,0.4
CCO/C=C1/C(=O)N(C)C(=O)c2cc(OC)ccc21,0%,5%,8%,0.5,70,3.0%,4%,-4%,-7%,i,0.8
O=C(CSc1nncn1-c1ccccc1)Nc1ccccc1,7%,4%,10%,0.2,57,-1.0%,0%,12%,-8%,i,0.6
CCOC(=O)N1CCN(Cc2nc3cc(NC(C)=O)ccc3n2C)CC1,5%,4%,11%,-0.1,57,-1.3%,16%,1%,-4%,i,0.5
FC(F)(F)c1cc(-c2ccccc2)nc(N2CCOCC2)n1,4%,6%,7%,1.0,59,1.7%,0%,-24%,-8%,i,1.1
COc1cccc2cc(C(=O)C3=C(O)C(=O)N(CCN(C)C)C3c3ccc(F)cc3)oc12 (centres undefined),-14%,-10%,4%,0.0,53,-1.2%,1%,-4%,-4%,i,8.3
CN1CCN(C2=C(NS(=O)(=O)c3cccs3)C(=O)c3ccccc3C2=O)CC1,-1%,-2%,5%,-0.6,72,-1.1%,9%,2%,-4%,i,0.2
COc1cccc(OC)c1C(=O)NC(=S)Nc1cc(-c2nc3ccccc3[nH]2)ccc1Cl,-19%,58%,0%,-2.5,58,-1.0%,3%,19%,4%,i,1.0
Cc1cc(-c2ccccc2)nc(SC(C(=O)O)c2ccccc2)n1 (centres undefined),0%,7%,6%,-0.8,32,2.0%,4%,3%,-2%,i,0.4
C=CCn1c(SCC(=O)Nc2ccccc2CC)nnc1-c1ccncc1,-2%,0%,6%,0.0,56,-1.0%,2%,13%,-6%,i,0.6
Cc1cccc(NC2SC(=O)N(CC(=O)O)C2=O)c1 (centres undefined),-14%,-1%,10%,2.7,56,2.6%,3%,-1%,-4%,i,3.8
S=C(Nc1ccccc1)N(CCN1CCOCC1)Cc1cccc(Cl)c1,7%,-8%,3%,-0.3,46,-0.9%,-2%,-5%,-8%,i,0.7
CC(=O)c1ccc(NC(=O)C(C)OC(=O)c2ccc3c(c2)nc(C)n3-c2ccccc2)cc1 (centres undefined),-6%,?,2%,0.6,56,-0.2%,-6%,6%,5%,i,0.5
O=C(Nc1cccc([N+](=O)[O-])c1)C12CC3CC(C1)CC(n1cnc([N+](=O)[O-])n1)(C3)C2,-5%,1%,8%,-1.1,62,-2.9%,-3%,-11%,-5%,i,1.6
Cc1ccc(N/N=C2\CS(=O)(=O)N(C)c3ccsc32)cc1,-4%,3%,6%,6.1,50,0.0%,-5%,10%,4%,i,1.0
O=C1c2ccccc2CN2C(=O)c3ccccc3CN12,-16%,5%,4%,0.1,62,0.1%,0%,-5%,-10%,i,1.1
CCOC(=O)CN1CC23C=CC(O2)C(C(=O)Nc2ccc4c(c2)OCO4)C3C1=O (centres undefined),-6%,7%,7%,3.1,56,-0.6%,-3%,10%,-4%,i,2.1
COCCNC(=S)N1CCC(NC(=O)c2ccco2)CC1,5%,.,6%,-2.6,58,-1.8%,4%,2%,0%,i,0.7
CCOCC(=O)Nc1nnc(C)s1,10%,7%,2%,-1.3,105,-0.8%,9%,6%,-6%,i,0.7
CNc1nn(-c2cccc(Cl)c2)nc1N,-2%,13%,?,-0.4,50,-2.6%,-6%,-17%,6%,i,0.7
O=C(NNC(=S)NCc1ccccc1)c1cccc([N+](=O)[O-])c1,-17%,-1%,10%,-0.4,66,0.2%,-1%,1%,4%,i,0.5
Cc1ccccc1C(=O)Nc1nnc(SCC(=O)NC2CC2)s1,2%,0%,9%,1.3,62,-1.5%,-3%,10%,-7%,i,0.9
CS(=O)(=O)N(CC(=O)NC1CCCC1)c1ccc2c(c1)OCCO2,-7%,2%,4%,0.8,36,0.2%,-3%,5%,-11%,i,5.0
O=C(Nc1nc(-c2ccncc2)cs1)c1ccc(S(=O)(=O)N2CCOCC2)cc1,-2%,3%,5%,3.8,50,-3.1%,-2%,1%,-4%,i,6.0
COc1cccc(NC(=O)CSc2nnc(C)s2)c1,14%,3%,4%,-0.4,51,-0.5%,2%,8%,-5%,i,0.7
NC(=S)Nc1cccc2cccnc12,8%,4%,13%,-0.9,63,-2.8%,-2%,2%,-4%,i,1.9
O=S(=O)(NCc1cc(-c2ccccc2)no1)c1ccccc1Cl,8%,5%,6%,0.1,40,1.0%,-8%,3%,-9%,i,0.4
CN1CCc2c(sc(/N=C/c3cccs3)c2C(N)=O)C1,10%,-37%,-5%,-0.4,94,-0.4%,-3%,6%,1%,i,2.4
O=C(CN1C(=O)/C(=C/c2cccc(Br)c2)SC1=S)Nc1cccnc1,-4%,0%,11%,4.1,79,0.7%,1%,6%,1%,i,0.4
CCCOc1ccc(N2C(=O)CC(N(CCc3ccc(OC)cc3)C(=O)c3ccccc3)C2=O)cc1 (centres undefined),-1%,2%,10%,-0.3,51,1.2%,13%,1%,0%,i,0.2

# Later entries:
SMILES,GPR35 arrestin U2OS,PhoP inhibition,Rac1 GTP hydrolysis,NTR1 agonist,NTR1 agonist cell count 20 µM,HIV peptide binding,SIAH1 antagonists,GPR55 LPI antagonism,LYP phosphatase,Myeloid diff 2,Myeloid diff 2 GFP+ MAC1+ %
CCc1nn(CCCC(=O)NCc2ccccc2C)c(=O)c2cc3occc3n12,19%,8%,-2%,2.4,58,21%,-5%,-6%,-11%,i,1.0
Cc1ccc(S(C)(=O)=O)cc1C(=O)N1CC(C(N)=O)Oc2ccccc21 (centres undefined),5%,5%,-1%,-0.6,63,-0.8%,7%,14%,-6%,i,1.0
CCCNC(=O)N1C2=NC(C(=O)OC)=C(C(=O)OC)[C@@H]3N(Cc4ccccc4)c4ccccc4[C@]23C[C@H]1CO,.,5%,12%,-5.5,109,.,.,.,.,i,0.6
COc1ccc(-n2nnnc2S(=O)(=O)CC(=O)N2CCCCC2)cc1,19%,13%,9%,27,89,-2.3%,3%,5%,-4%,?,.
Cc1cc(NC(=O)CSc2nnc(-c3ccc(S(=O)(=O)N4CCCC4)cc3)n2C)no1,26%,13%,8%,0.8,33,1.0%,2%,5%,-4%,i,6.1
O=C(Nc1cc([N+](=O)[O-])ccc1O)c1ccc2c(c1)C(=O)N(Cc1ccco1)C2=O,-11%,-6%,14%,0.4,66,46%,-6%,-6%,3%,i,0.7

# Screens as filed in PubChem.
